High-throughput results (PubChem BioAssay)
PMI act: phosphomannose isomerase (human) activation | P34949 | purified human PMI, coupled resazurin fluorescence, 20 min; stronger effect = higher value; 1 = vehicle control, 0 substrate-free wells | activation factor at 20 µM | 0.005% of 190,000 active | AID 1214;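 active = activation factor of 2 or more at 20 µM, relative to plate controls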
Target sequence (P34949 whole entry, looked up): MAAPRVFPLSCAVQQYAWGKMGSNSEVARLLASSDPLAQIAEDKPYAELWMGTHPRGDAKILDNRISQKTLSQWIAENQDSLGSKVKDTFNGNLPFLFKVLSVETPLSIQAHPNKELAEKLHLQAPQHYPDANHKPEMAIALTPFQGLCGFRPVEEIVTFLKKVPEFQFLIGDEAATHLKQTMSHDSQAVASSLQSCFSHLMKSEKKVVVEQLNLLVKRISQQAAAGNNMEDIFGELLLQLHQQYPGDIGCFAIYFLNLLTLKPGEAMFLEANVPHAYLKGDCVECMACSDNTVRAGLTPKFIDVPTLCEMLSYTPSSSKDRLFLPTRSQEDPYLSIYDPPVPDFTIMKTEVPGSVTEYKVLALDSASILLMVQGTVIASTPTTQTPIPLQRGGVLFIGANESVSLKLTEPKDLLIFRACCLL
Efa HMGR inh: inhibitors of class II HMG-CoA reductase from Enterococcus faecalis | inhibition, % at 10 µM | 0.41% of 190,000 active | purified E. faecalis HMGR, NADPH absorbance 340 nm kinetic;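 active = inhibition above a set limit, the median over all tested compounds plus 3 SD, cut at about 9.5% in these data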;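 also: enzyme runs in reverse so mevalonate oxidation gives rising NADPH absorbance; 0% = complete reaction with DMSO and 100% = background rate lacking mevalonate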
RAM inhibit: inhibitors of the yeast RAM network; S. cerevisiae dse1pr::URA3 reporter, 5-FOA growth OD615, 2 d; analog-sensitive cbk1-as2 kinase mutant strain; inhibition, % at 50 µM; 1.8% of 190,000 active; AID 868;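 active = inhibition above a set limit, 3 SD over mean compound inhibition, cut at about 8.4% in these data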;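 also: 0% = DMSO-only wells with no growth and 100% = 10 µM 1-NA-PP1 full growth; inhibition rescues growth on 5-FOA so higher OD means more RAM inhibition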
Redox H2O2 prof: compounds producing H2O2 with reducing agent – biochemical, NIH compound library profiling, artefact control for MLSCN library redox annotation, primary screen | activation, % at 10 µM | 0.03% of 200,000 active | DTT-dependent redox cycling H2O2, phenol red/HRP absorbance; 100% = 100 µM peroxide control, 0% = buffer;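 active = activation of at least 50% relative to the plate's high and low controls in the primary single-dose screen; inactive = activation below 50%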;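 also: compound incubated with DTT at 0.8 mM final as the reducing agent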
PMI act satM6P: PMI (human) activation, high substrate; P34949; coupled PMI enzyme assay, resazurin fluorescence, 20 min; stronger effect = higher value; 1 = untreated enzyme, 0 = substrate-free blank; activation factor at 20 µM; 0.34% of 190,000 active;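 active = activation factor of 2 or more at 20 µM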
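Test system: human phosphomannose isomerase with PGI, G6PDH, diaphorase coupling enzymes / Doses: 20 µM compound, 1% DMSO / Times: enzyme reaction with compound 20 min at room temperature / Measured by: Diaphorase-driven resazurin-to-resorufin fluorescence, excitation 544, emission 590 nm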
S1P3 antagonist: antagonists of human S1P3 receptor. inhibition, % at 4.98 µM. CHO S1P3 NFAT-BLA reporter, FRET fluorescence, antagonist mode. Q99500. 0.27% of 170,000 active. AID 485;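 active = inhibition above the plate cutoff, the mean inhibition of test wells on that plate plus 3 SD, cut at about 28% in these data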;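 also: cells challenged with S1P at its EC80 of 0.8 µM; blue over green emission ratio from cleaved BLA substrate after 4 h stimulation; 0% = S1P-stimulated wells and 100% = unstimulated DMSO-only wells; some compounds past the cut are filed as inactive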
Target sequence (Q99500 whole entry, looked up): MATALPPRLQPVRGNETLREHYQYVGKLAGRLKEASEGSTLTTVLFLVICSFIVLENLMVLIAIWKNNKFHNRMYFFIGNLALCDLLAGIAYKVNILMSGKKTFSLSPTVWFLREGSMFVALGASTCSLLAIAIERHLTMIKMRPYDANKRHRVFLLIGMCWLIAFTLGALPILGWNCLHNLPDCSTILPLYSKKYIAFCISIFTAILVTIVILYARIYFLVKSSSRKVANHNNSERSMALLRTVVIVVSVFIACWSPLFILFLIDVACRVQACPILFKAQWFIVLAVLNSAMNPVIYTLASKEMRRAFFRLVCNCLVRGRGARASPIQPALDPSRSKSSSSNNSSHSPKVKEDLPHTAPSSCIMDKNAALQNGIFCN
TNAP inh no acc: inhibitors of human TNAP without phosphate acceptor. P05186. purified TNAP, CDP-star luminescence, 30 min. inhibition, % at 20 µM. 0.26% of 200,000 active;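 active = tissue-nonspecific alkaline phosphatase inhibition above about 50% at 20 µM in the single-dose screen, limit read from the data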;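 also: 0% = DMSO negative control and 100% = EDTA positive control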
Hsp70 act: Hsp70 transcriptional activation, primary screen; 0.04% of 200,000 active; HeLa Hsp70 promoter luciferase reporter, luminescence; scaled: vehicle 0, proteasome-inhibitor control 100%; activation, % at 10 µM;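 active = activation above the mean across all tested compounds plus 3 SD, cutoff set per campaign, cut at about 5.5% in these data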;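 also: 100% = MG132 at 30 µM as the positive control and 0% = DMSO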
Lmaj promast: inhibitors of Leishmania major promastigote growth; Leishmania major promastigotes, resazurin fluorescence viability; inhibition, % at 10 µM; 9% of 200,000 active; in the data active = inhibition above about 50%;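 also: promastigotes grown with compound for 44 hours at 28 °C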
TNAP inh hi DEA: blocks human TNAP under high phosphate acceptor concentration | P05186 | purified TNAP, CDP-star luminescence, 1 M DEA | inhibition, % at 20 µM | 0.03% of 200,000 active | AID 1135;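 active = over 50% inhibition of tissue-nonspecific alkaline phosphatase at 20 µM in the single-dose screen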;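 also: plate controls were DMSO wells for no effect and EDTA-quenched wells as full inhibition for full effect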
* hit, by the source's call; nt = not tested or not shown.

SMILES	PMI act	Efa HMGR inh	RAM inhibit	Redox H2O2 prof	PMI act satM6P	S1P3 antagonist	TNAP inh no acc	Hsp70 act	Lmaj promast	TNAP inh hi DEA
NS(=O)(=O)c1ccc(CNC(=O)/C=C/c2ccc(Cl)c(Cl)c2)cc1	0.9	-1	3.5	0.5	0.9	-1	-12	-0.4	-1	0
Cc1ccc(Cn2c(=O)n(CCC(=O)NCc3ccc4c(c3)OCO4)c(=O)c3ccccc32)cc1	0.9	-6	2.4	-0.8	1	nt	-27	0.0	0	-11
Cc1nc2ncnn2c(N2CCN(C(=O)Cc3cccs3)CC2)c1C	0.9	-6	0.3	1.5	1	nt	-11	-0.2	-1	-4
CC(=O)c1ccc(NC(=O)Nc2cccc(Cl)c2)cc1	0.9	-10	-1.0	0.0	1	nt	-18	0.1	28	-7
CNS(=O)(=O)c1ccc(NC(=O)c2nc3nc(C)cc(C(F)F)n3n2)cc1	1.1	3	0.7	1.8	1.1	nt	4	0.0	-26	-9
COCCNC(=O)c1cccc(C)c1[N+](=O)[O-]	0.9	0	2.4	0.4	1	-13	-10	-0.3	-6	-2
CSc1ccccc1NC(=O)CN(C)CC(=O)Nc1ccc(Cl)cc1F	0.8	-3	1.1	-0.2	0.8	-6	-100	-0.3	-7	-9
Fc1ccc2c(c1)C1C=CCC1C(c1cc3c(cc1Br)OCO3)N2 (stereo unspecified)	0.8	-4	1.2	-4.5	0.8	nt	-1	-0.1	12	-1
Cc1onc(-c2ccccc2)c1C(=O)Nc1cccc(OC(C)C)c1	0.9	-1	3.0	2.8	0.9	12	4	-0.1	4	0
CCC(C)(NC(=O)c1ccccc1)C(=O)O (stereo unspecified)	1.1	-8	1.4	-0.3	1	4	-12	-0.2	-6	-5
C=CCN(C(=O)Nc1ccccc1)C1CC(=O)N(c2ccc(OC)cc2)C1=O (stereo unspecified)	0.9	0	0.4	1.7	0.9	-11	-7	-0.5	-5	-3
N#Cc1c(NC(=O)c2ccncc2)sc2c1CCC2	1.1	-1	1.8	5.3	1.3	-43	-16	-0.1	-10	-1
Cc1ccc(-c2cc(C(=O)Nc3nccs3)c3ccccc3n2)o1	0.8	-4	-0.1	-0.2	1.3	-6	-2	-0.3	20	3
CC(Oc1ccccc1)C(=O)NNC(=O)c1ccccn1 (stereo unspecified)	0.8	-5	-1.3	-0.1	0.8	-10	-202	-0.4	79*	-2
O=C(N1CCN(c2ccccc2)CC1)C12CC3CC(CC(C3)C1)C2	1.1	2	1.4	2.7	0.9	4	-8	0.0	95*	-2
CC(C)SCCCCOc1ccc2ccccc2c1	0.8	0	12*	-5.2	0.9	nt	-5	-0.1	72*	-1
CN(CC(=O)Nc1nc2ccccc2s1)S(=O)(=O)c1ccccc1	0.9	0	2.9	2.1	0.9	6	-5	0.0	7	-3
O=C(CCSCc1ccc(Cl)cc1)NC1CCCC1	0.9	-1	-0.3	-0.3	1	-5	0	-0.5	1	0
CC(=O)c1cc(C#N)c(SCc2ccc(F)cc2)nc1C	1.1	-4	7.1	0.6	1	nt	-4	-0.2	-1	-7
Cc1cc(Cl)ccc1OCC(=O)N1C(C)CCCC1C (stereo unspecified)	1	0	-0.8	0.5	1	6	-1	-0.3	6	0
Cc1cc(NC(=O)c2cccc(S(=O)(=O)N3CC(c4ccccc4)CC3=O)c2)no1 (stereo unspecified)	0.8	-1	2.6	-0.6	0.9	-26	-10	-0.3	5	0
CCc1ccc(-c2nc(C)c(CCO)c(=O)[nH]2)cc1	1	0	2.4	0.7	1.1	-8	-8	0.1	-7	-5
CCOC(=O)c1cnc2c(cnn2C)c1NCCC(O)C(F)(F)F (stereo unspecified)	0.9	2	0.3	0.6	1	nt	-1	-0.5	5	4
CCN(CC)c1ccc(/C=C/C(=O)c2cccnc2)cc1	0.9	-5	3.7	-10	0.8	-13	5	0.5	49	2
CC(=O)N1N=C(c2ccc(C(C)(C)C)cc2)OC1(C)C	0.8	-3	-1.6	0.3	1	-25	-5	-0.2	-2	2
O=C(NCCN1CCN(c2cccc(Cl)c2)CC1)c1ccc(CSc2nc3ccncc3[nH]2)cc1	1	-3	0.1	-0.3	1	5	-12	-0.3	13	-1
CCn1ncc(Cl)c1C(=O)Nc1cc(Cl)ccc1Cl	0.9	-2	0.7	0.1	0.9	2	-6	-0.1	-5	-2
CN(C)C(=O)CCc1nc2sc3c(c2c(=O)[nH]1)CCCC3	1.1	0	2.6	0.2	1.1	nt	3	-0.3	-1	-3
COc1ccc(-c2c(C)oc3c(CN4CCN(C)CC4)c(O)ccc3c2=O)cc1	0.8	-7	-1.1	-1.0	0.9	-22	-8	-0.3	99*	-2
CC(=O)Nc1ccc(S(=O)(=O)N2CCN(C(=O)c3ccccc3F)CC2)cc1	1	-4	0.8	0.5	0.9	nt	-14	-0.2	0	-3
CCC(CO)NC(=O)c1cccc(S(=O)(=O)N2c3ccccc3CC2C)c1 (stereo unspecified)	1	1	2.9	1.8	1	-10	-16	-0.2	3	-10
Cc1ccc2cc(CN(CC3CCCO3)C(=S)NCc3ccco3)c(=O)[nH]c2c1C (stereo unspecified)	0.9	-8	2.6	0.0	1	9	7	-0.3	36	3
CC1CCN(c2ccc(C(=O)Nc3ccc4c(c3)OCO4)cc2[N+](=O)[O-])CC1	0.8	0	3.8	0.3	0.9	13	-8	-0.4	98*	1
COCCCn1c2nc3ccccc3nc2c2c(=O)n(Cc3ccc(Cl)cc3)cnc21	1	-2	4.8	0.7	1.1	-16	-4	0.0	-1	-1
COc1cccc(NC(=O)Cc2cccs2)c1	0.9	-4	2.0	-0.6	0.9	-28	-11	0.0	-6	-7
CCC(C)NC(=O)C1CCN(S(=O)(=O)c2cccs2)CC1 (stereo unspecified)	0.8	0	-0.4	0.5	0.9	nt	-9	-0.3	-4	-6
Cc1ccccc1NC(=O)N1CCCC1C(=O)NCc1cccs1 (stereo unspecified)	1	3	1.2	0.1	0.9	nt	-12	-0.1	-3	-4
COc1ccc(C2=CC(c3ccc(OC)c(OC)c3)NC(=S)N2)cc1 (stereo unspecified)	1	0	0.8	2.6	0.9	nt	-4	-0.1	-3	-1
CCNC(=O)NCc1c(C)c(C)n(Cc2ccccc2)c1-n1cccc1	1.1	-8	3.9	-0.7	1	6	-22	0.0	14	-7
O=C1c2cccc(OCc3ccc(F)cc3)c2CCN1Cc1ccccc1	1	0	-1.5	0.6	1.1	-16	-7	-0.3	2	6
Cc1ccc(NCc2cccnc2)cc1	1.1	-8	-1.7	-0.5	1.2	nt	-4	-0.1	31	-4
COCCCNCCCOc1ccc(Cl)cc1Br	0.9	2	1.5	2.0	1	nt	-7	-0.1	88*	-5
Cc1ccc(C(=O)NC(=S)Nc2ccc3[nH]c(=O)[nH]c3c2)cc1	0.9	-2	4.4	-0.5	1	11	-13	-0.3	-6	-1
CCCCN(C)C(=O)c1cc2cc3ccc(OC)cc3nc2s1	1	-1	2.3	-4.3	0.9	nt	1	-0.3	5	-5
COc1ccccc1NC(=O)c1ccc(NC(=O)COC(=O)C2CCCCC2)cc1	0.9	4	0.6	0.1	1	-13	-10	0.2	-3	-2
COc1ccc(N(C(=O)/C=C/C(=O)Nc2cc(C)on2)C(C(=O)NC2CCCC2)c2ccccc2C)cc1 (stereo unspecified)	0.9	-8	-1.4	0.7	1.1	-28	-20	-0.1	97*	0
Cc1ccc(C(=O)NCC(=O)O)o1	1.1	-5	-0.4	-1.2	1	6	-7	0.2	-6	-5
CCC(=O)Nc1ccc(C(=O)CSc2nnc(-c3ccccc3F)n2CCc2ccccc2)cc1	1	3	7.2	0.1	1.1	-11	-2	-0.2	7	4
CC(=O)Nc1ccc(N2CCCC2)cc1	0.8	-4	1.7	-0.2	0.9	nt	-8	-0.2	1	1
COC(=O)C1=C(NC(=O)C2CCCCC2)CCS1	1.6	-2	-0.8	0.1	1.2	-14	19	-0.2	-8	2
O=C(O)c1ccc(-c2ccccn2)s1	1.1	-12	-1.0	-0.6	1.1	-18	-20	0.2	1	-9
CCN(Cc1cnn(C)c1)C(=O)CC1C(=O)NCCN1Cc1cccc(OC)c1OC (stereo unspecified)	0.9	1	-0.5	-0.5	0.9	-15	-8	-0.1	-4	-3

Given with two lines to a compound: part of the list above
Values in the order – PMI act, Efa HMGR inh, RAM inhibit, Redox H2O2 prof, PMI act satM6P, S1P3 antagonist, TNAP inh no acc, Hsp70 act, Lmaj promast, TNAP inh hi DEA
COc1ccc(C2=CC(c3ccc(OC)c(OC)c3)NC(=S)N2)cc1 (stereo unspecified)
    1, 0, 0.8, 2.6, 0.9, nt, -4, -0.1, -3, -1
CCNC(=O)NCc1c(C)c(C)n(Cc2ccccc2)c1-n1cccc1
    1.1, -8, 3.9, -0.7, 1, 6, -22, 0.0, 14, -7
O=C1c2cccc(OCc3ccc(F)cc3)c2CCN1Cc1ccccc1
    1, 0, -1.5, 0.6, 1.1, -16, -7, -0.3, 2, 6
Cc1ccc(NCc2cccnc2)cc1
    1.1, -8, -1.7, -0.5, 1.2, nt, -4, -0.1, 31, -4
COCCCNCCCOc1ccc(Cl)cc1Br
    0.9, 2, 1.5, 2.0, 1, nt, -7, -0.1, 88*, -5
Cc1ccc(C(=O)NC(=S)Nc2ccc3[nH]c(=O)[nH]c3c2)cc1
    0.9, -2, 4.4, -0.5, 1, 11, -13, -0.3, -6, -1
CCCCN(C)C(=O)c1cc2cc3ccc(OC)cc3nc2s1
    1, -1, 2.3, -4.3, 0.9, nt, 1, -0.3, 5, -5
COc1ccccc1NC(=O)c1ccc(NC(=O)COC(=O)C2CCCCC2)cc1
    0.9, 4, 0.6, 0.1, 1, -13, -10, 0.2, -3, -2
COc1ccc(N(C(=O)/C=C/C(=O)Nc2cc(C)on2)C(C(=O)NC2CCCC2)c2ccccc2C)cc1 (stereo unspecified)
    0.9, -8, -1.4, 0.7, 1.1, -28, -20, -0.1, 97*, 0
Cc1ccc(C(=O)NCC(=O)O)o1
    1.1, -5, -0.4, -1.2, 1, 6, -7, 0.2, -6, -5
CCC(=O)Nc1ccc(C(=O)CSc2nnc(-c3ccccc3F)n2CCc2ccccc2)cc1
    1, 3, 7.2, 0.1, 1.1, -11, -2, -0.2, 7, 4
CC(=O)Nc1ccc(N2CCCC2)cc1
    0.8, -4, 1.7, -0.2, 0.9, nt, -8, -0.2, 1, 1
